MrgX1 agonist: agonists of human MrgX1 receptor; MrgX1-HEK293 cells, Fluo-4 calcium fluorescence, agonist mode; active compounds read high; AID 588627; 310,000 tested, 0.44% active; B-score at 10 µM;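 active = calcium response B-score plate-corrected fluorescence ratio at least 3 library SD, with starting fluorescence B-score inside 5 SD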
Target sequence (Q96LB2 whole entry, looked up): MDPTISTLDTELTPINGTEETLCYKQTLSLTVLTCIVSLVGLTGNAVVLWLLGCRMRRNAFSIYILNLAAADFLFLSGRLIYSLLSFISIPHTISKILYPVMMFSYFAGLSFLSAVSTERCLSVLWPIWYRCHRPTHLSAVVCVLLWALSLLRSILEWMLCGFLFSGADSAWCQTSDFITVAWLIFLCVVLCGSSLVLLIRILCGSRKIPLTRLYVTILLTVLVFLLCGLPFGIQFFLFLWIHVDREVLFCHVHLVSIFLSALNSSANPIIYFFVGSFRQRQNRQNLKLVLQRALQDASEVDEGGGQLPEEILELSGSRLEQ
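Material: MrgX1-expressing HEK293 cells / Dosing: compound as first of three additions / Incubation: overnight seeding, then 1 h dark dye loading / Signal: Fluo-4 NW calcium fluorescence / Evaluation: B-scored fluorescence response ratio / Benchmarks: positive and negative control wells on each plate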
RGS4 inh: human RGS4 inhibition; P49798; HEK293 M3R/RGS4 inducible, Fluo-4 calcium flux; active compounds read high; triggered by carbachol at its EC20; B-score at 10 µM; 310,000 tested, 0.45% active; AID 463165;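 active = B-score, a plate-corrected calcium signal, over three deviations above library mean, with baseline fluorescence within five deviations of library mean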;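 note: RGS4 expression induced by doxycycline in cells with stable M3 receptor; B-score is computed from the integrated fluorescence ratio over baseline after carbachol; higher B-score means a larger calcium signal and so more RGS4 inhibition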
Target sequence (P49798 whole entry, looked up): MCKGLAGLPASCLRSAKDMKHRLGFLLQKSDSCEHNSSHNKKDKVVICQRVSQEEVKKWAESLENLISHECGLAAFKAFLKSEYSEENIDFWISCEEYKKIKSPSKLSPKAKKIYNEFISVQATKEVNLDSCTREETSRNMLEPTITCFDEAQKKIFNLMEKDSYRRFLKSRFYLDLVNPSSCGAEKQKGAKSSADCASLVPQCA
MrgX1 PAM: human MrgX1 positive allosteric modulation, primary screen; Q96LB2; MrgX1-HEK293, Fluo-4 calcium flux, FDSS; active compounds read high; B-score at 10 µM; 310,000 tested, 0.63% active; AID 588675;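 active = plate-corrected calcium response at least 3 library SD above typical, normal starting fluorescence, not activating the receptor alone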;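 note: compound read alongside a low EC10 to EC30 dose of BAM8-22 agonist; peak minus trough fluorescence over baseline measured at the second addition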
KCNK3 block: human KCNK3 channel inhibition, primary screen; 340,000 tested, 0.84% active; B-score at 10 µM; CHO-KCNK3 thallium flux, FluxOR fluorescence; active compounds read low; AID 602410; O14649;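 active = B-score under library mean minus 4 SD, starting fluorescence ratio at most library mean plus 5 SD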;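 note: more negative B-score means stronger inhibition of thallium flux through KCNK3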
Target sequence (O14649 whole entry, looked up): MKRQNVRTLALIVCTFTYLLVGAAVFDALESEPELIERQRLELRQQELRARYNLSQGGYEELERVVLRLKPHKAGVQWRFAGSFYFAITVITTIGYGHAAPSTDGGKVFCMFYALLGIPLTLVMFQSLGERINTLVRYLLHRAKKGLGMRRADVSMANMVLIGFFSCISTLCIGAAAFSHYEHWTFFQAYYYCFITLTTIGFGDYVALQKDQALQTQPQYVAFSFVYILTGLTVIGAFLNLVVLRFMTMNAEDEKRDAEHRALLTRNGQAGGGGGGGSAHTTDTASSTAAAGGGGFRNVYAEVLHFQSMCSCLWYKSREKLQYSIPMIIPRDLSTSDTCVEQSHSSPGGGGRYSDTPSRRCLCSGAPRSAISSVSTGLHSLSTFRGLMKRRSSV
RGS4 pot: RGS4 potentiation or activation; B-score at 10 µM; 310,000 tested, 0.92% active; HEK293 M3R/inducible RGS4, carbachol calcium flux Fluo4; active compounds read low;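 active = B-score of the integrated calcium signal more than 4 SD below the library mean, with starting fluorescence not abnormally high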;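 note: negative B-score means reduced calcium response which marks RGS4 activation or potentiation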
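Assay system: HEK293 FlpIn-TREx cells, stable M3R, doxycycline-inducible RGS4 / Probe or stimulus: carbachol, ECmax concentration / Times: overnight RGS4 induction, 30 min dye load 37 °C, 20 min compound RT / Signal: kinetic calcium fluorescence imaging with Fluo4-AM dye, 2 µM / Measure: Agonist-evoked peak-minus-minimum fluorescence over baseline, integrated ratio, B score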
TMEM16A inh: blocks the mouse calcium-activated chloride channel TMEM16A. Q8BHY3. HEK293 TMEM16A/YFP iodide influx fluorescence, ionomycin. normalized B-score (activity score, 25-100; higher = stronger inhibition) at 10 µM. 310,000 tested, 1.2% active. AID 588511;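 active = ratio plate-corrected score three or more library SD toward inhibition, starting fluorescence score within five deviations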;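 note: score derived from kinetic fluorescence span divided by baseline fluorescence per well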
KCNQ1 act: potentiates or activates the human KCNQ1 potassium channel. 310,000 tested, 0.35% active. P51787. AID 2648. B-score at 10 µM. CHO-K1 KCNQ1, thallium flux FluxOR fluorescence; active compounds read high;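 active = fluorescence ratio B-score, a plate-corrected score, at least three library SD, with initial intensity B-score within 5 SD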
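Assay system: CHO-K1 cells stably expressing KCNQ1; Medium: assay buffer with matched DMSO; Also added: K+/Tl+ depolarizing stimulus; Dosing: single dose; Timing: dye 90 min, compound 20 min, room temperature; Measured by: kinetic FluxOR thallium fluorescence, 10-s 1-Hz baseline, 110-s post-stimulus read; Read-out: peak-minus-minimum fluorescence over initial fluorescence, negative-control normalized, B-scored.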
KCNK9 block: human KCNK9 channel inhibition; Q9NPC2; HEK293 KCNK9, FluxOR thallium flux fluorescence; active compounds read low; B-score at 10 µM; 310,000 tested, 1.2% active; AID 488922;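 active = ratio B-score over 3 SD below the library mean, with starting fluorescence within 5 SD of its mean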;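 note: negative B-score means less thallium flux so channel inhibition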
KCNQ1 inh: human KCNQ1 channel inhibition. P51787. CHO-K1 KCNQ1, FluxOR thallium flux fluorescence; active compounds read high. AID 2642. B-score at 10 µM. 310,000 tested, 1.3% active;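 active = compounds whose thallium flux B-score, printed positive for inhibition, exceeds three library SD while starting fluorescence stays within three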;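 note: channel opened by potassium depolarization with thallium stimulus after 20 min compound exposure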
TMEM16A act: activates or potentiates the mouse TMEM16A chloride channel | AID 623877 | B-score at 10 µM | 340,000 tested, 0.3% active | HEK293 TMEM16A/YFP-H148Q/I152L, iodide quench fluorescence; active compounds read low;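 active = fluorescence-ratio B-score plate-corrected deviation score at least 3 library SD below zero, with starting fluorescence score within 5 deviations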;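 note: channel opened by trigger with iodide after compound preincubation; score built on the fluorescence ratio of max minus min over baseline; more negative score means more quench and so TMEM16A activation or potentiation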
hERG protect: shields human hERG channel from block by proarrhythmic agents | Q12809 | CHO-hERG, FluxOR thallium flux, dofetilide IC70 present | activation (rescue from dofetilide block), less the hit threshold, % at 10 µM | 310,000 tested, 0.51% active | AID 1511;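 active = activation above the mean of controls blocked by dofetilide plus 5 SD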;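 note: thallium influx through hERG after potassium depolarization seen as dye fluorescence rise; in these data hits start at about 4.7%; inactives centre near -7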
* = called active by the depositor; i = inactive; / = not tested or not shown. Rows were taken by chance; about 6.3% have a hit in one of these screens.

SMILES	MrgX1 agonist	RGS4 inh	MrgX1 PAM	KCNK3 block	RGS4 pot	TMEM16A inh	KCNQ1 act	KCNK9 block	KCNQ1 inh	TMEM16A act	hERG protect
Cc1ccc(NC(=O)CCNS(=O)(=O)c2ccc3[nH]c(=O)oc3c2)cc1	i	i	i	i	i	i	i	i	i	i	-4.1
O=C(NCCN1CCOCC1)C(=O)NCC1CCCO1 (centres undefined)	i	i	i	i	i	i	i	i	i	i	-5.6
COc1cccc(-n2c(-c3cccc(S(=O)(=O)N(C)C)c3)n[nH]c2=S)c1	i	i	i	i	i	i	i	i	i	i	-11.5
C=CCN1C(=O)C2(OCCO2)c2cc(C)ccc21	i	i	i	i	i	i	i	i	i	i	-6.7
COc1ccc(CCNC(=O)[C@@H](NC(=O)c2ccccc2F)C(C)C)cc1OC	i	i	i	i	i	i	i	i	i	i	-12.2
Cc1ccccc1COC[C@H](CC(C)C)N1CCN(C(=O)c2cccc(C(F)(F)F)c2)CCC1=O	i	i	i	i	i	i	i	i	i	i	-3.3
CC1(C)CCCC2=C1CC1C(=O)N(c3ccccc3)C(=O)C1C2 (centres undefined)	i	i	i	i	i	i	i	i	i	i	-4.7
CS(=O)(=O)Nc1cccc(C2=NN(C(=O)c3ccc(F)cc3)C(c3cccs3)C2)c1 (centres undefined)	i	i	i	i	i	i	i	i	i	i	-8.1
Cc1nc(N/N=C/c2ccc(O)cc2O)cc(N2CCOCC2)n1	i	i	i	i	-7.64*	i	i	i	i	i	-7.2
COc1ccc(C(=O)NN2C(=O)C3C(c4ccccc4)C=CC(c4ccccc4)C3C2=O)cc1 (centres undefined)	i	i	i	i	i	i	i	-8.93*	i	i	-7.0
COc1ccc(NC(=O)c2nc3ccccc3s2)cc1	i	i	i	i	i	i	i	i	i	i	-6.5
CC1CN(C(=S)Nc2cccc([N+](=O)[O-])c2)CC(C)O1 (centres undefined)	i	i	i	i	i	i	i	i	i	i	-11.0
Cc1cc(C)c2nc(C)cc(Nc3ccc(C(=O)N4CCOCC4)cc3)c2c1	i	i	i	i	i	i	i	i	i	i	-8.7
O=C(Nc1ccc(OCC(=O)N2CCOCC2)cc1)Nc1cccc(Cl)c1	i	i	i	i	i	i	i	i	i	i	-9.6
CCC(C)NC(=O)c1cnn2c(C)c3c(nc12)CCCC3 (centres undefined)	i	i	i	i	i	i	i	i	i	i	-10.6
Cc1ccc2nc(NC(=O)c3cccs3)sc2c1	i	/	i	i	/	i	/	/	/	i	/
O=C(/C=C/c1ccccc1)NCc1cccnc1	i	i	i	i	i	i	i	i	i	i	-2.8
N#C/C(=C/c1ccc(N2CCOCC2)o1)c1nc2ccccc2[nH]1	i	/	i	i	/	i	/	/	/	i	/
CCOC(=O)c1cc(-c2cc3ccccc3o2)n[nH]1	i	i	i	i	i	i	i	i	i	i	-0.3
CC1(c2ccccc2)NC(=O)N(CC(=O)Nc2nnc(C3CC3)s2)C1=O (centres undefined)	i	i	i	i	i	i	i	i	i	i	-12.2
CCN(c1ccccc1)S(=O)(=O)c1ccc(C(=O)N2CC(C)CC(C)C2)cc1 (centres undefined)	i	i	i	i	i	i	i	i	i	i	-7.4
Cc1cccc(CN2CCC(n3nccc3NC(=O)CCCc3ccccc3)CC2)n1	i	i	i	i	i	i	i	i	i	i	-4.0
CCCCNC(=O)c1onc(CSc2ccc(F)c(F)c2)c1C(=O)O	i	i	i	i	i	i	i	i	i	i	-6.9
CCCc1cc(C(=O)NCc2cccnc2)no1	i	i	i	i	i	i	i	i	i	i	-7.3
CCc1ccc(OCC(=O)Nc2ccc(S(=O)(=O)Nc3cc(C)on3)cc2)c(Br)c1	i	i	i	i	i	i	i	i	i	i	-3.2
CC1CN(C(=S)NC(=O)c2cccc([N+](=O)[O-])c2)CC(C)O1 (centres undefined)	i	i	i	i	i	i	i	i	i	i	0.9
COCCCNC(=S)N1CCC(NC(=O)c2ccco2)CC1	i	i	i	i	i	i	i	i	i	i	-8.3
Cc1ccc(S(=O)(=O)NCC(=O)OCC(=O)NCCc2ccccc2)cc1	i	i	i	i	i	i	i	i	i	i	-24.1
CNC(=O)c1c(NC(=O)c2ccco2)sc2c1CCCC2	i	i	i	i	i	i	i	i	i	i	-12.7
c1ccc(-c2nnc(-c3ccncc3)o2)cc1	i	i	i	i	i	i	i	i	i	i	-3.9
CCCCc1nc2ccccc2c(C(=O)O)c1C	i	i	i	i	i	i	i	i	i	i	-11.0
CC(C)(C)NC(=O)c1ccc2c(c1)N(CC(=O)N1CCN(c3ccc(F)cc3)CC1)C(=O)C(C)(C)O2	i	i	i	i	i	i	i	i	i	i	-5.8
Cn1cc(CN2CCC(n3nccc3NC(=O)CCOc3ccccc3)CC2)cn1	i	i	i	i	i	i	i	i	i	i	-6.4
CC(=O)O[C@H]1CSC[C@H]1NC(=O)c1ccccc1	i	i	i	i	i	i	i	i	i	i	-6.2
S=C(Nc1ccc(Cl)cc1Cl)Nc1ccccc1Oc1ccccc1	i	i	i	i	i	i	i	i	i	i	-8.1
O=c1c2cc(N3CCOCC3)ccc2[nH]c(=S)n1CC1CCCO1 (centres undefined)	i	i	i	i	i	i	i	i	i	i	-12.9
CCC12CN3CCN(CC(C3)/C1=N\NC(=O)c1ccc(F)cc1)C2	i	i	i	i	i	i	i	i	i	i	-9.9
Cc1c(C(=O)N2CCCCC2)nnn1-c1nonc1N	i	i	i	i	i	i	i	i	i	i	-8.7
COc1cc2c(ccc3cc(OC)c(OC)c(O)c32)cc1O	i	i	i	i	i	i	i	i	i	i	-13.4
CC(=O)Nc1nc2ccccc2n1Cc1ccccc1C	i	i	i	i	i	i	i	i	i	i	-5.7
S=C(NCc1ccco1)N1CCN(c2ccc(Cl)cc2)CC1	i	i	i	i	i	i	i	i	i	i	1.3
O=C(CN1C(=O)c2ccccc2C1=O)OCC(=O)c1ccc(F)cc1	i	i	i	i	i	i	i	i	i	i	-5.2
Cc1ccccc1NC(=O)Cc1nc(COC(=O)c2cc(Cl)ccc2O)cs1	i	i	i	i	i	i	i	i	i	i	-10.7
O=C(COc1coc(CN2CCN(c3ccccc3F)CC2)cc1=O)N1CCc2ccccc21	i	i	i	i	i	i	i	i	i	i	-10.7
O=C(Nc1cccnc1)C12CC3CC(CC(C3)C1)C2	i	i	i	i	i	i	i	i	i	i	-9.1
NNC(=O)COc1ccccc1F	i	i	i	i	i	i	i	i	i	i	-8.0
O=C(OCc1cc2ccccc2[nH]c1=O)c1cccs1	38.2*	i	i	i	i	i	i	i	i	i	-6.2
O=C(NN1C(=O)C2CCCCC2C1=O)c1ccco1 (centres undefined)	i	i	i	i	i	i	i	i	i	i	-6.1
O=S(=O)(Nc1nc2ccccc2nc1N1CCN(c2ccccc2F)CC1)c1ccc(Cl)cc1	i	i	i	i	i	100*	i	i	i	i	-29.7
Cc1nc2ccc(S(=O)(=O)NCC(=O)NC(C)c3ccccc3)cc2s1 (centres undefined)	i	i	i	i	i	i	i	i	i	i	-5.2
CC(=O)c1cccc(NC(=O)N2CCCC2C(=O)Nc2cccc(C)c2)c1 (centres undefined)	i	i	i	i	i	i	i	i	i	i	-3.1
CCCc1nn2c(=O)cc(CSCC(=O)Nc3ccccc3OC)nc2s1	i	i	i	i	i	i	i	i	i	i	-4.3
N=C1/C(=C\c2coc3ccccc3c2=O)C(=O)N=C2SC(c3ccncc3)=NN12	i	i	i	i	i	i	i	i	16*	i	-50.4
O=C(O)COc1ccccc1/C=N/NC(=O)CSc1nnc(-c2ccc(Cl)cc2)n1C1CCCCC1	i	i	i	i	i	i	i	i	i	i	-7.8
CC1CCCC(C)N1C(=O)COC(=O)c1ccc(O)cc1 (centres undefined)	i	i	i	i	i	i	i	i	i	i	-1.0
CCc1cc(=O)oc2c(C)c(OCC(=O)NCCCN3CCOCC3)ccc12	i	i	i	i	i	i	i	i	i	i	-9.6
Cc1ccnc(NC(=O)C2CCN(S(=O)(=O)c3ccc4ccccc4c3)CC2)c1	i	i	i	i	i	i	i	i	i	i	-11.1
CCOc1cccc(-c2nc3cc(C)ccc3o2)c1	i	i	i	i	i	i	i	i	i	i	-3.1
O=C(O)COc1ccc(NC(=O)C(c2ccccc2)c2ccccc2)cc1	i	i	i	i	i	i	i	i	i	i	-1.0
COc1ccc(NC(=O)CSc2nc(C)cc(C(F)(F)F)n2)cc1	i	i	i	i	i	i	i	i	i	i	-2.9

Entries of single compounds, looked up by structure. Order of screens: MrgX1 agonist | RGS4 inh | MrgX1 PAM | KCNK3 block | RGS4 pot | TMEM16A inh | KCNQ1 act | KCNK9 block | KCNQ1 inh | TMEM16A act | hERG protect
O=C(OCc1cc2ccccc2[nH]c1=O)c1cccs1 as listed: 38.2* | i | i | i | i | i | i | i | i | i | -6.2
COc1ccc(NC(=O)CSc2nc(C)cc(C(F)(F)F)n2)cc1 as listed: i | i | i | i | i | i | i | i | i | i | -2.9

Remaining list, next part:
SMILES	MrgX1 agonist	RGS4 inh	MrgX1 PAM	KCNK3 block	RGS4 pot	TMEM16A inh	KCNQ1 act	KCNK9 block	KCNQ1 inh	TMEM16A act	hERG protect
C=CCn1c(SCC(C)=O)nc2scc(-c3ccco3)c2c1=O	i	i	i	i	i	i	i	i	i	i	-18.3
COc1ccc(C2CC(c3cccs3)=NN2C(=O)CSc2nnc(N)s2)cc1OC (centres undefined)	i	i	i	i	i	i	i	i	i	i	-7.5
COc1ccc(-c2nc(C#N)c(NCc3cccnc3)o2)cc1OC	i	i	i	i	i	i	i	i	i	i	-16.6
C#CCOCCOCCOCCNc1nc(N2CCN(C(=O)[C@H](CCC(=O)O)n3cc(C(N)CC(C)C)nn3)CC2)nc(N2CCN(C(=O)[C@H](Cc3ccc(O)cc3)n3cc(C(N)CC(C)C)nn3)CC2)n1 (some centres undefined)	i	i	i	i	i	i	i	i	i	i	-8.2
Cc1ccc2c(c1)c1c3n2CCCN(Cc2ccccc2)C3CCC1 (centres undefined)	i	i	i	i	i	i	i	i	i	i	-9.3
